Screening data: PubChem, several laboratories
SKN-1 block: suppressors of acrylamide-induced Pgst-4::GFP reporter in worms, primary screen, SKN-1 inhibitor project, whole organism, uHTS, GFP/RFP fluorescence ratio, strain VP596 | C. elegans VP596 Pgst-4::GFP/RFP ratio, 24 h | inhibition, % at 21.8 µM | hit rate 0.49% among 360,000;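 active means interference check ratio from 0.5 to 1.5 plus GFP to RFP signal ratio inhibition reaching or exceeding a fixed threshold, cut at about 30% in these data, passing the limit was not always enough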; further: some compounds called inactive have numbers as strong as hits
Rpn11 inh: Rpn11 (PSMD14) deubiquitinase inhibitors, primary screen, biochemical, fluorescence polarization, uHTS | 26S proteasome non-ATPase regulatory subunit 14 (Homo sapiens), O00487 | human 26S proteasome, Ub4-pepOG fluorescence polarization; 20S core pre-blocked with epoxomicin | calls only at 20 µM | hit rate 0.59% among 360,000 | AID 588493, 2011;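 active means inhibition at 20 µM, scaled to each plate's controls, above about 33%, limit read from the data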
Target sequence (O00487 whole entry, looked up): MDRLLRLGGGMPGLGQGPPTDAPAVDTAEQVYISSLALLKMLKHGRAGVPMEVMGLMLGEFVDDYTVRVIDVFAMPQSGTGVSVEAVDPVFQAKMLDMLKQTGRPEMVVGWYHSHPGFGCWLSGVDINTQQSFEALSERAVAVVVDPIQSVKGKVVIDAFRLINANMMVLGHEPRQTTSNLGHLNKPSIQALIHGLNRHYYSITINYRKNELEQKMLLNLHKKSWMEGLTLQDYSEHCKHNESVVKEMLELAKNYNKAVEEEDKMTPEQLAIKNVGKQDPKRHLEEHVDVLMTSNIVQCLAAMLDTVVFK
Neddyl block: inhibitors of cullin neddylation, primary screen, biochemical, TR-FRET, uHTS, NAE and Ubc12. AID 651699, 2012. calls only at 25 µM. NEDD8-conjugating enzyme Ubc12 (Homo sapiens) + NEDD8-activating enzyme E1 regulatory …. hit rate 0.58% among 360,000; in the data active means inhibition above about 36%
Target sequence (P61081 whole entry, looked up): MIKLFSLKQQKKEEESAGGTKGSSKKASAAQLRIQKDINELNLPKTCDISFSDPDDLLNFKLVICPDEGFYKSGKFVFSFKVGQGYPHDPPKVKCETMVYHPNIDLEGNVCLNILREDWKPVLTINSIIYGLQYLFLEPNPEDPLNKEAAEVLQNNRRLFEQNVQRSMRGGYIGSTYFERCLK
Target sequence (Q13564 whole entry, looked up): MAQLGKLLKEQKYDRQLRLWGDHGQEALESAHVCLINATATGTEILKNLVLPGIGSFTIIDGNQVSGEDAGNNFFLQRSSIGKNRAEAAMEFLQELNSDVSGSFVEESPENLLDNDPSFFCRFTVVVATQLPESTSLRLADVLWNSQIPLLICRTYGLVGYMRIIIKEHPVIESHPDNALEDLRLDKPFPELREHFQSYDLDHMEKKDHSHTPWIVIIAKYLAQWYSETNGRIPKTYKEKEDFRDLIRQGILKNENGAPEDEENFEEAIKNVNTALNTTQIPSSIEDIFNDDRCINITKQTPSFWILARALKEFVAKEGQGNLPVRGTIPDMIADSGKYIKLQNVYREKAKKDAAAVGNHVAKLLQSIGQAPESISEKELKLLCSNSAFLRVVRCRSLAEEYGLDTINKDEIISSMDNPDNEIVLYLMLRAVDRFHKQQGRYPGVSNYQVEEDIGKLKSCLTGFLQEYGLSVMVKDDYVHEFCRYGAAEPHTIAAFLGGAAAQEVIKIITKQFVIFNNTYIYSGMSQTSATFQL
MT1-MMP act inh: blockers of MT1-MMP proenzyme processing, primary screen, HT1080 RFP-PRO-GFP cells, GFP/RFP fluorescence | Matrix metalloproteinase-14 (Homo sapiens), P50281 | GFP/RFP ratio fluorescence, overnight; percent of plate control window, DMSO zero | GFP/RFP ratio change, % at 20 µM | hit rate 0.061% among 360,000;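 active means GFP/RFP ratio change of at least 30% with cell ATP level not reduced by more than half and red fluorescence within 50% of control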; further: strong numbers were not always called active
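Test system: HT1080 RFP-PRO-GFP cells; Benchmarks: DMSO and RFP-L50D-GFP cell wells; Timing: cells overnight before dosing, compound overnight, 37 °C, 5% CO2; Compound: one 20 µM compound dose with 1% DMSO; Read-out: GFP/RFP fluorescence ratio.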
NadD block: inhibitors of S. aureus NadD, primary screen, biochemical, colorimetric, uHTS. purified NadD enzyme, colorimetric absorbance read-out. inhibition, % at 20 µM. hit rate 0.78% among 360,000; in the data active means inhibition above about 26%; further: some compounds past the cut are filed as inactive
Rin1-Abl PPI inh: inhibitors of Rin1-Abl protein binding, primary screen, biochemical, TR-FRET; Tyrosine-protein kinase ABL1 (Homo sapiens) + Ras and Rab interactor 1 (Homo sapiens), …; inhibition, % at 7.35 µM; hit rate 0.4% among 360,000; AID 588664, 2011; in the data active means inhibition above about 5%, passing the limit was not always enough
CSN inh: inhibitors of CSN-mediated cullin deneddylation, primary screen, biochemical, fluorescence polarization, uHTS. AID 651999, 2013. COP9 signalosome complex subunit 5 (Homo sapiens), Q92905. inhibition, % at 12.5 µM. Purified CSN, SCF-Nedd8-OG deneddylation. hit rate 0.38% among 360,000;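 active means pattern-corrected inhibition above about 35%, with an unprinted fluorescence ratio check between 0.5 and 1.5, limit read from the data, passing the limit was not always enough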;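 further: 0% = enzyme with substrate and 100% = substrate without enzyme; some results filed as inactive read as strong as hits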
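Schedule: reaction 90 min, room temperature / Assay system: HEK293T-derived human Csn5 enzyme / Input: Csn5 at 0.24 nM final / Measure: inhibition of Csn5 cleavage, % / Control set: substrate-only high control, full reaction low control / Technique: fluorescence polarization of the substrate / Buffer or medium: Tris/NaCl/DTT buffer, pH 7.5 / Reagent: SCFSkp2-Nedd8OG substrate at 10 nM final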
PABP1 MLLE inh: inhibitors of PABP1 MLLE–PAM2 peptide binding, primary screen, biochemical, fluorescence polarization, FITC-PAM2, GST-MLLE. inhibition, % at 20 µM. Polyadenylate-binding protein 1 (Homo sapiens), P11940. hit rate 0.36% among 360,000; in the data active means inhibition above about 35%, passing the limit was not always enough;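 further: plate controls were DMSO wells with GST-MLLE for no effect and wells lacking GST-MLLE protein for full effect; some results filed as inactive read as strong as hits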
FAS-TE inh: FAS thioesterase domain inhibitors, primary screen, biochemical, fluorescence intensity, uHTS; recombinant FAS-TE, OMFH fluorogenic substrate, fluorescence endpoint; Fatty acid synthase (Homo sapiens), P49327; hit rate 0.67% among 360,000; inhibition, % at 15 µM;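 active means compounds whose normalised, plate-corrected inhibition of enzyme fluorescence in the single-dose primary screen is 50% or more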;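 further: 0% = DMSO with enzyme and 100% = substrate without enzyme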
Numbers without * were called inactive; i = inactive; . = not tested or not shown; + = active, no number.

SMILES,PABP1 MLLE inh,Rpn11 inh,CSN inh,FAS-TE inh,Rin1-Abl PPI inh,NadD block,SKN-1 block,MT1-MMP act inh,Neddyl block
O=C(O)CC(NCc1ccco1)C(=O)OCCc1ccccc1 (configuration not stated),5,i,-5,-9,0,-25,0,-1,i
O=C(NNC(=O)c1cc(S(=O)(=O)N2CCOCC2)c(Cl)cc1Cl)c1ccccc1F,-9,i,0,-8,-1,-4,25,2,i
CC(C)(C)N(Cc1ccccc1)C(=O)COC(=O)CN1C(=O)C2CC=CCC2C1=O (configuration not stated),-4,i,2,0,1,6,4,0,i
Cc1cc(C)cc(NC(=O)CSc2nnc(-c3ccccc3)n2N)c1,-41,i,0,-6,2,-2,-29,8,i
Cc1ccc(N2C(=O)C3C(C2=O)C(C(=O)c2ccc(Cl)cc2)N2CCCC32)cc1 (configuration not stated),-1,i,-2,-8,-1,3,10,0,i
CC(C)CN(C(=O)CSc1ncnc2sccc12)C1CCS(=O)(=O)C1 (configuration not stated),-24,i,-5,-8,0,-3,2,-4,i
CC1SCC(=O)N(CC(=O)NCCc2ccccc2)C1=O (configuration not stated),19,i,-1,-2,-1,-5,10,1,i
COc1ccc(NC(=O)c2cc([N+](=O)[O-])ccc2O)cc1,-4,i,-4,7,2,-9,10,-5,i
COC(=O)c1ccc(N2CCOCC2)c(NC(=O)c2ccc3c(c2)OCCO3)c1,13,i,-1,7,3,-2,9,1,i
CCOC(=O)c1sc(=NC(=O)c2cccc(OC)c2)n(C)c1C,3,i,-4,-7,5,0,5,1,i
Clc1ccccc1CSc1ncn(-c2ccccc2)n1,31,i,3,19,-5,2,12,3,i
O=C(CN1C(=O)c2cccnc2Oc2ccc(Cl)cc21)NCCc1ccccc1,-1,i,0,24,2,2,-9,-8,i
CC(C)C(NS(=O)(=O)c1ccc2c(c1)C(C)(C)C(=O)N2C)C(=O)NCc1ccc(F)cc1 (configuration not stated),15,i,2,-2,-1,-3,14,-1,i
COc1cc(-c2cc(NC=O)c3ncc(-c4cccc(C(F)(F)F)c4)n3c2)cc(OC)c1OC,-11,i,-2,21,-3,-2,7,-3,i
O=C(Cn1c(CO)nc2ccccc21)NC1CCCCCC1,-15,i,4,-4,-1,-3,-6,2,i
CC(C(=O)Nc1ccc2c(c1)OCO2)N(C)CC(=O)Nc1ccccc1Cl (configuration not stated),-4,i,-5,1,-1,-1,-25,2,i
O=[N+]([O-])c1cccc(/C=C2\CCC(/C=N/Nc3ccc4ccccc4n3)=C2N2CCOCC2)c1,-6,i,-11,1,-2,6,7,2,i
Cc1cc(Cl)cc(C)c1OCCCCN1CCOCC1,-49,i,1,-6,0,-8,43*,7,i
Cc1cc(NC(=O)c2cc3ncc(Br)cn3n2)no1,10,i,1,-6,0,2,-5,-3,i
COc1ccc(S(=O)(=O)NC(=O)C2(C)CCN2C(=O)Cc2ccccc2Cl)cc1 (configuration not stated),-1,i,4,-11,-5,1,8,-2,i
N#Cc1c(Nc2ccccc2)c(C=NCCN2CCOCC2)c[nH]c1=O,1,i,1,-10,-20,8,-29,-1,i
O=C(Nc1ccc(Cl)cc1)N1CCOCC1,2,i,-4,-4,1,1,17,-1,i
COc1ccccc1NC(NC(=O)c1ccco1)C(=O)c1ccccc1 (configuration not stated),9,i,5,10,0,7,8,6,i
Cc1ccc(S(=O)(=O)NC(=O)Nc2ccccc2F)cc1,5,i,-1,-5,1,1,-2,1,i
Cc1nnc(NC(=O)c2cccc(S(=O)(=O)N3CCc4ccccc43)c2)s1,-1,i,-2,4,5,10,14,2,i
CN(C)S(=O)(=O)c1ccc(NC(=O)CN2C(=O)NC(Cc3ccccc3)C2=O)cc1 (configuration not stated),-14,i,-3,-2,1,-3,6,6,i
O=C(Nc1nc(-c2ccc3ccccc3c2)cs1)c1ccc(N2C(=O)CCC2=O)cc1,-2,i,2,1,-5,7,-1,2,i
CCN(CC)c1ccc(C=Nc2cc(C)ccc2C)c(O)c1,-27,i,-14,14,-2,4,17,3,i
COc1cccc(C(C(=O)NC2CCCC2)N(Cc2ccco2)C(=O)c2ccco2)c1OC (configuration not stated),-7,i,-3,0,-1,1,13,-4,i
CCn1cc(C(=O)N2CCN(c3cccc(C)c3C)CC2)c(=O)c2ccc(C)nc21,1,i,-2,-4,2,-5,-7,6,i
CC1(C(=O)NS(=O)(=O)Cc2ccccc2)CCN1C(=O)C/C=C/c1ccccc1 (configuration not stated),3,i,-3,-7,2,-3,-6,0,i
CC(C(=O)NC1CCCC1)n1c(C2CCCC2)nc2ccccc21 (configuration not stated),.,.,-3,.,.,.,2,3,i
O=C(O)CNC(=O)/C(=C\c1ccco1)NC(=O)c1ccco1,23,i,8,-8,-1,2,9,-2,i
NC(=O)c1nn(-c2cccc(Cl)c2)c(=O)cc1O,3,i,1,-6,-3,-5,-6,7,i
COc1cc(/C=N/N2CCN(C3c4ccccc4-c4ccccc43)CC2)cc(OC)c1O,4,i,-6,7,0,7,-6,5,i
CCC(C)(C)NC(=O)CN(CCc1cccc(C)c1)C(=O)c1csnn1,23,i,-5,-2,-1,-5,7,0,i
COc1ccc(C2CC(O)(c3ccccc3)Oc3cc(OC)c(OC)c(OC)c32)cc1 (configuration not stated),7,i,-4,35,2,-10,9,-3,i
CC(=O)Nc1ccc(S(=O)(=O)N/N=C/c2ccc(C)s2)cc1,-42,i,1,-5,-3,-3,2,2,i
CCCn1c2ccccc2c2nnc(SCC(=O)Nc3nnc(CC(=O)OCC)s3)nc21,5,i,5,16,-9,9,5,1,i
O=C(CCl)N(CCc1ccccc1)CCc1ccccc1,4,i,6,7,-2,-3,-8,-7,i
O=C(N/N=C/c1ccc(OCCCF)cc1)c1ccc(C(F)(F)F)cc1,12,i,2,-2,2,-5,14,-1,i
N/C(CC1CC1(Cl)Cl)=N\OC(=O)c1ccccc1 (configuration not stated),0,i,-1,-3,-1,-8,9,2,i
CC(Oc1ccc2ccc(=O)oc2c1)C(=O)NC1CC(C)(C)NC(C)(C)C1 (configuration not stated),-4,i,2,-1,1,-2,-11,3,i
CCOC(=O)C(=O)/C(C#N)=C/Nc1ccccc1,2,i,-3,-6,-1,-7,9,-1,i
c1ccc(Cn2ncc3c(N4CCN(c5ccccc5)CC4)ncnc32)cc1,4,i,-2,12,-1,0,-2,-2,i
O=C(Nc1ccc(NC(=O)c2ccco2)nc1)c1ccco1,1,i,-7,-2,4,-1,6,-2,i
Cc1cc(C)cc(OCC(=O)NCCc2nc3ccccc3[nH]2)c1,1,i,-2,1,1,-3,4,1,i
CCOC(=O)c1c(C)[nH]c(C(=O)CSc2nccc(C)n2)c1C,-3,i,15,-4,-1,8,8,0,i
COc1ccccc1OCC(=O)NCCc1nc2ccccc2[nH]1,4,i,-1,-7,0,-3,3,0,i
CCn1c(=O)n(CC(=O)NCc2ccccc2OC)c(=O)c2ccccc21,6,i,3,1,1,-1,8,-1,i
COc1ccc(N2CCN(C(=O)CNC(=O)Cn3cnc4sc(C)c(C)c4c3=O)CC2)cc1,-10,i,0,-3,0,-5,7,1,i
CCOC(=O)CSc1nnc(NC(=O)c2cccc(S(=O)(=O)N3CCCCCC3)c2)s1,-6,i,1,-12,-2,0,-7,9,.
COc1ccc(OCC(O)Cn2c(Nc3cccc(C)c3)nc3c2c(=O)n(C)c(=O)n3C)cc1 (configuration not stated),-12,i,-2,9,-1,-7,4,0,i
O=C(COC(=O)c1ccccn1)NCc1ccccc1,5,i,10,-8,2,9,9,3,i
COC(=O)C1=C(C)NC(=O)C1(NS(=O)(=O)c1ccc(NC(C)=O)cc1)C(F)(F)F (configuration not stated),6,i,1,-11,-1,-2,8,1,i
C=CCNC(=O)CCc1nnc(C2(c3ccc(Cl)cc3)CCC2)o1,2,i,-2,0,1,0,-1,-2,i
CC(C)NC(=O)CSc1nncn1-c1ccccc1,-7,i,-1,-4,-1,-2,15,2,i
CCCCCN(C(=O)CCC(=O)OC(C)C(=O)Nc1cccc(C#N)c1)c1c(N)n(CCCC)c(=O)[nH]c1=O (configuration not stated),-11,i,-1,11,2,2,-1,-2,i
COc1ccc(OC)c(C2=NS(=O)(=O)N(C)C(C(=O)Nc3ccc(F)cc3F)=C2)c1,4,i,-3,14,-3,-9,3,4,i
COC(=O)c1sc(N2C(=O)C(O)=C(C(=O)c3ccc(C)o3)C2c2cccs2)nc1C (configuration not stated),-34,+,19,0,4,7,7,-2,i

2 entries picked at random from the list so far, as already listed:
SMILES,PABP1 MLLE inh,Rpn11 inh,CSN inh,FAS-TE inh,Rin1-Abl PPI inh,NadD block,SKN-1 block,MT1-MMP act inh,Neddyl block
CCn1c(=O)n(CC(=O)NCc2ccccc2OC)c(=O)c2ccccc21,6,i,3,1,1,-1,8,-1,i
CC(C)NC(=O)CSc1nncn1-c1ccccc1,-7,i,-1,-4,-1,-2,15,2,i

Continued:
SMILES,PABP1 MLLE inh,Rpn11 inh,CSN inh,FAS-TE inh,Rin1-Abl PPI inh,NadD block,SKN-1 block,MT1-MMP act inh,Neddyl block
O=C(CSc1nnc(CNC(=O)c2ccccc2F)o1)NCc1ccco1,-5,i,40*,-6,0,-9,4,4,i
C[C@@H](C(=O)N[C@H](C(=O)O)c1ccccc1)n1nnc2ccccc2c1=O,3,i,2,-8,2,4,8,1,i
CCCCCCn1c(SCCOC)nc2c1c(=O)[nH]c(=O)n2C,-7,i,-7,-1,-1,-3,3,2,i
CCC(c1nnnn1CCOC)N(Cc1cc2cc(C)c(C)cc2[nH]c1=O)CC1CCCO1 (configuration not stated),5,i,1,-7,-6,1,-16,-6,i
COc1cc2c(cc1NC(=O)C(C)Sc1nc3ccccc3n1C)oc1ccccc12 (configuration not stated),10,i,-10,-4,-3,1,-2,1,i
O=C(Nc1ccccc1C1CC1)c1cccs1,-2,i,1,-6,-2,-6,-2,-2,i
Cc1ccc(-n2c(=S)[nH]c3c(oc4ccccc43)c2=O)cc1C,11,i,-7,-8,-10,0,13,4,i
CCCn1c(N)c(N(CCOC)C(=O)C2CCCC2)c(=O)[nH]c1=O,10,i,-4,-8,-1,3,4,-2,i
